Bioassay records from PubChem.
eLon inh: inhibitors of E. coli Lon protease, primary screen, biochemical, fluorescence polarization; P0A9M0; purified E. coli Lon protease; inhibition, % at 7.94 µM; 360,000 tested, 0.42% active; AID 602123, 2011; in the data active = inhibition above about 13%, passing the limit was not always enough;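 also: 0% = enzyme with probe and DMSO and 100% = no enzyme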
bovine MsrA act: bovine MsrA enzyme activators, primary screen, biochemical, absorbance, HTS; Methionine sulfoxide reductase A (Bos taurus); purified bovine MsrA, absorbance read-out; activation, % at 10.6 µM; 360,000 tested, 0.3% active; in the data active = activation above about 7.5%;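 also: 0% = vehicle and 100% = reference activator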
SUMO1-SIM PPI: modulators of SUMO1 protein-protein interactions, primary screen, biochemical, uHTS. AID 602429, 2012. SUMO1 binding to a labelled peptide, TR-FRET, 1 h. Small ubiquitin-related modifier 1 (Homo sapiens), P63165. inhibition, % at 20 µM. 360,000 tested, 0.33% active; in the data active = inhibition above about 37%
Target sequence (P63165 whole entry, looked up): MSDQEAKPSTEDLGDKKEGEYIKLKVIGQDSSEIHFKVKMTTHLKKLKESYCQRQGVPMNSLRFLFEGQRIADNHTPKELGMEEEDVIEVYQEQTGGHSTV
STEP inh: STEP phosphatase inhibitors, primary screen, biochemical, fluorescence intensity, uHTS; Tyrosine-protein phosphatase non-receptor type 5 (Homo sapiens), P54829; recombinant STEP, OMFP fluorogenic substrate; inhibition, % at 20 µM; 360,000 tested, 0.25% active;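 active = inhibition at 20 µM, scaled per plate between control wells, above about 37%, limit read from the data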;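 also: 0% = DMSO with enzyme and substrate and 100% = substrate only without enzyme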
Target sequence (P54829 whole entry, looked up): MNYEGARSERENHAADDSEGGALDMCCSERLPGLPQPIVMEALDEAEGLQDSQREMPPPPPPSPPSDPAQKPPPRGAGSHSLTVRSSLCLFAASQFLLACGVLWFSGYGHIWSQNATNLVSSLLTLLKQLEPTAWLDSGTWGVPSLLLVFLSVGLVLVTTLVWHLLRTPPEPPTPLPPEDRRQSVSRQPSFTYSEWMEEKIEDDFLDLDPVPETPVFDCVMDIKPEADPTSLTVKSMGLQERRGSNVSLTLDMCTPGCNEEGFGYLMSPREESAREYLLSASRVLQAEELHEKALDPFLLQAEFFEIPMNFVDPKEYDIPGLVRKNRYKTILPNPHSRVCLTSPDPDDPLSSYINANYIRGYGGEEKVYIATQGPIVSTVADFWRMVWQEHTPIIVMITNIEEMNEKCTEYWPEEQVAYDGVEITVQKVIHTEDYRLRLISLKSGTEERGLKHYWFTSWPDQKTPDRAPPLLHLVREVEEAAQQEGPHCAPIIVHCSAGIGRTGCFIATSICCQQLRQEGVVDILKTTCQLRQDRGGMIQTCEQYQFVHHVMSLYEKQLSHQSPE
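System: isolated STEP enzyme; schedule: 20 min enzyme reaction at room temperature, protected from light; medium: Bis-Tris buffer pH 6.0, 2.5 mM DTT, 0.005% Tween 20; signal: fluorescence, 480/540 nm; dosing: single compound dose of 20 µM, 1% DMSO final; also added: OMFP substrate, 25 µM final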
TbMetRS inhib: T. brucei MetRS inhibitors, primary screen, biochemical, luminescence | purified T. brucei MetRS, ATP depletion, Kinase-Glo luminescence | inhibition, % at 11.9 µM | 360,000 tested, 0.4% active | AID 624268, 2012;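 active = inhibition above a per-plate cutoff of the control wells' mean inhibition plus 3 SD, cut at about 5.5% in these data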;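 also: 0% = DMSO wells median and 100% = median of wells with control inhibitor compound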
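Dosing: 11.9 µM compound single dose, 0.9% DMSO; Assay system: purified T. brucei MetRS enzyme; Measured by: Kinase-Glo luciferase luminescence reporting remaining unconsumed ATP; Schedule: 15 min plus 2 h at 25 °C.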
LMPTP inh: LMPTP phosphatase inhibitors, primary screen, biochemical, fluorescence intensity, uHTS; Low molecular weight phosphotyrosine protein phosphatase (Homo sapiens), P24666; recombinant LMPTP-A, OMFP fluorogenic substrate; inhibition, % at 20 µM; 360,000 tested, 0.22% active; AID 651560, 2012;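 active = compounds that cut the enzyme signal by at least half of the control window in the single-dose screen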;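 also: plate controls were DMSO wells with enzyme plus substrate for no effect and substrate without enzyme for full effect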
Target sequence (P24666 whole entry, looked up): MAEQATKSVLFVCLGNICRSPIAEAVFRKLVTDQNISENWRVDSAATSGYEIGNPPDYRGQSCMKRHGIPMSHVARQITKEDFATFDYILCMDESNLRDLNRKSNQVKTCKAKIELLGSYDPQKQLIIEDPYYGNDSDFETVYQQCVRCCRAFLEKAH
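Test system: LMPTP-A phosphatase enzyme. Amount: LMPTP-A at 0.625 nM final in the reaction. Reagent: OMFP substrate, 400 µM final. Times: 50 min at room temperature. Signal: endpoint fluorescence intensity from OMFP dephosphorylation. Read-out basis: % inhibition. Benchmarks: no-enzyme and uninhibited controls.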
MsrA inhibitor: bovine MsrA enzyme inhibitors, primary screen, biochemical, absorbance, HTS; Methionine sulfoxide reductase A (Bos taurus); purified bovine MsrA, absorbance read-out; inhibition, % at 15.5 µM; 360,000 tested, 0.75% active; AID 651718, 2012; in the data active = inhibition above about 4.5%;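 also: 0% = vehicle wells with enzyme and 100% = reference inhibitor wells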
DNMT1 block: human DNMT1 methyltransferase inhibitors, primary screen, biochemical, molecular beacon, fluorescence, HinP1I cleavage, uHTS | inhibition (reported as % activation of signal), % at 10 µM | 360,000 tested, 0.83% active | DNA (cytosine-5)-methyltransferase 1 (Homo sapiens), P26358; in the data active = inhibition above about 50%
CendR NRP1 mod: modulators of CendR peptide binding to NRP-1, primary screen, biochemical, fluorescence polarization, uHTS; 360,000 tested, 0.85% active; FAM-RPARPAR peptide binding to NRP-1; Neuropilin-1 (Homo sapiens), O14786; AID 602438, 2012; inhibition, % at 25 µM;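 active = inhibition or corrected inhibition above about 18%, plus a signal ratio from 0.5 to 1.5, limit read from the data, passing the limit was not always enough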; also: strong numbers were not always called active
Scp-1 inhibitor: Scp-1 phosphatase inhibitors, primary screen, biochemical, colorimetric, uHTS; Carboxy-terminal domain RNA polymerase II polypeptide A small phosphatase 1 (Homo …; Recombinant Scp1, phosphopeptide, malachite green phosphate absorbance; inhibition, % at 20 µM; 340,000 tested, 0.88% active; AID 493091, 2011;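 active = inhibition above about 50% at 20 µM, limit read from the data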;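 also: plate controls were DMSO wells with enzyme for no effect and wells lacking enzyme for full effect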
Target sequence (Q9GZU7 76-261 limits assumed): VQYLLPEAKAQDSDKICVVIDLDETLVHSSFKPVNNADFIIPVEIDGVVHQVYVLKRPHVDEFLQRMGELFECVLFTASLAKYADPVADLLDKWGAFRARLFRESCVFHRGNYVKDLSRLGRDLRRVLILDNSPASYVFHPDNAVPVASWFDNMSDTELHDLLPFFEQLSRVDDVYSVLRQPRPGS
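Test system: SCP-1 phosphatase catalytic domain, residues 76-261 | Compound dosing: One concentration, 20 µM, with 1.0% DMSO | Schedule: 45 min room-temperature reaction, 5 min colour, 30 min stabiliser | Detection: Absorbance at 630 nm | Read-out basis: % inhibition of SCP-1 phosphate liberation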
Starred values were filed as active, the others as inactive; x = no result given.

SMILES	eLon inh	bovine MsrA act	SUMO1-SIM PPI	STEP inh	TbMetRS inhib	LMPTP inh	MsrA inhibitor	DNMT1 block	CendR NRP1 mod	Scp-1 inhibitor
COc1ccc(N2CCN(C(=O)CN(C)S(=O)(=O)c3cnc[nH]3)CC2)cc1	-2	-4	-5	-1	-0.3	0.9	-1.1	2	-11	54*
COc1ccc(C(=O)/C=C/c2ccc(OC3CSC3)cc2)cc1	-2	-2	-4	-2	0.6	3.8	0.6	7	10	-18
Cn1nc(C(F)(F)F)c(-c2cccc(C(F)(F)F)c2)c1NC(=O)Nc1ccc(F)cc1	-4	0	4	0	41*	3.0	-1.9	12	6	-11
COc1ccc(/C=C/C(=O)NC(=S)Nc2ccc(S(=O)(=O)N=C(N)N)cc2)cc1OC	-5	-5	1	1	-1.0	4.9	1.3	61*	0	4
CNc1oc(Cc2ccccc2)nc1S(=O)(=O)c1ccccc1	-1	-12	-1	-2	-1.2	-2.0	x	1	0	5
O=[N+]([O-])c1ccc(Cl)c(S(=O)(=O)Nc2cccc(S(=O)(=O)NC3=NCCC3)c2)c1	-10	-3	-17	-1	-0.3	-1.2	0.3	1	5	-1
S=C(NCc1cccs1)Nc1ccccc1Cl	5	0	0	2	0.4	-1.3	-0.1	2	-16	-10
COc1ccc(OCCC(=O)OCC(=O)Nc2cccc(S(=O)(=O)N3CCCCC3)c2)cc1	3	-4	7	0	-0.2	0.7	-0.4	4	23	0
COC(=O)C1=C(N)Oc2cc(C)oc(=O)c2C1c1cccnc1 (stereo unspecified)	-5	3	-4	2	-0.3	0.5	-1.2	3	5	-7
COCC(=O)Nc1ccccc1C(=O)NC(C)C	-5	-4	-5	3	0.2	-1.1	-0.7	1	-23	-3
COc1ccc(-c2nnc(OC)c3ccccc23)cc1	-13	-1	-4	-1	-0.5	-0.3	-1.1	1	-7	-5
COc1ccccc1N1C(=NC(=O)C(C)Oc2ccccc2)SC2CS(=O)(=O)CC21 (stereo unspecified)	3	-3	1	-1	-0.1	-2.0	1.8	1	9	1
Cc1ccc(-n2c(C)c3c(C)nnc(C)c3c2C)cc1C	-7	-12	2	1	-1.4	-1.7	0.7	-11	-28	4
CC(C)c1ccc(C(C)NCCS(=O)(=O)c2ccc(Br)cc2)cc1 (stereo unspecified)	2	-6	3	-2	-0.6	0.1	0.5	0	-4	-4
Cc1ccc(OCC(=O)NCc2cccs2)c([N+](=O)[O-])n1	-4	-4	-18	-2	-0.4	-1.6	0.7	-1	3	-3
COc1ccc(C(N)c2nccc3cc(OC)c(OC)cc23)cc1OC (stereo unspecified)	-11	0	3	-1	0.1	0.7	x	-6	-11	-6
CC(OC(=O)c1ccccc1NCCO)C(=O)NCC(=O)Nc1ccc(F)c(F)c1F (stereo unspecified)	-17	-3	4	0	0.3	0.1	-0.1	1	13	4
COc1ccc(CNCc2cc3c(cc2[N+](=O)[O-])OCO3)cc1	-16	1	-25	11	-0.9	-0.8	1.5	-3	4	-12
CN1CCN(C(=O)c2ccc(-c3ccc(Br)cc3)o2)CC1	-3	-3	-18	3	-0.1	0.9	1.6	5	5	-2
COc1cccc(-c2cc(N3C(=O)Nc4ccccc4N3O)n[nH]2)c1	3	-4	2	-1	0.5	-1.9	-0.1	-7	5	-8
CC1CC(C)CN(CCCNC(=O)c2ccc3c(c2)ncn3C2CCCC2)C1 (stereo unspecified)	-5	-4	4	-3	-0.1	-1.2	0.6	4	9	0
CN(C)S(=O)(=O)c1ccc(C(=O)NC(=O)CSc2nncs2)cc1	15	-1	0	-3	-0.3	-1.6	-0.1	-1	14	-3
COc1ccc(CNC(=O)C(c2ccncc2)N(C(=O)Cc2cccs2)c2ccc(C)cc2)cc1 (stereo unspecified)	-10	-1	3	3	0.0	0.7	-0.5	-2	-1	-7
c1ccc2oc(NC3=NCN(CC4CCCO4)CN3)nc2c1 (stereo unspecified)	2	-1	0	2	-0.3	-0.4	2.2	-2	-2	3
CCOC(=O)c1cc(-c2ccc(F)cc2)n(CC(=O)N2CCCC2)c1C	-2	-4	3	0	-1.3	-3.0	0.1	-1	5	-14
COc1cc(OC)cc(-c2c(-c3ccc(C(C)=O)cc3)c3cc(-c4cccc5[nH]ccc45)ccc3n2C)c1	-12	-4	-4	-4	0.1	4.8	2.9	-22	-16	-14
CCC(C(=O)OC)n1cnc2c(nnn2-c2ccc(OC)cc2)c1=O (stereo unspecified)	-4	-2	1	-2	0.0	-1.9	0.4	3	-1	-8
Cc1ccc(C)c(N2CCN(C(=O)c3ccc(Cn4c(=S)[nH]c5ccc(N6CCOCC6)cc5c4=O)cc3)CC2)c1	4	-3	-1	1	-0.4	-0.3	1.8	-7	-4	-7
Cc1ccc(C(=O)NCC(=O)N/N=C/c2sccc2C)cc1[N+](=O)[O-]	11	-15	-8	1	-0.2	1.2	-0.4	7	1	-2
COC(=O)c1ccc(Oc2coc3cc(OCc4ccc([N+](=O)[O-])cc4)ccc3c2=O)cc1	-17	-4	0	2	0.0	-2.2	-0.4	-2	-2	-5

Complete entries as entered above.
CCC(C(=O)OC)n1cnc2c(nnn2-c2ccc(OC)cc2)c1=O (stereo unspecified) is entered as eLon inh = -4; bovine MsrA act = -2; SUMO1-SIM PPI = 1; STEP inh = -2; TbMetRS inhib = 0.0; LMPTP inh = -1.9; MsrA inhibitor = 0.4; DNMT1 block = 3; CendR NRP1 mod = -1; Scp-1 inhibitor = -8
CN1CCN(C(=O)c2ccc(-c3ccc(Br)cc3)o2)CC1 is entered as eLon inh = -3; bovine MsrA act = -3; SUMO1-SIM PPI = -18; STEP inh = 3; TbMetRS inhib = -0.1; LMPTP inh = 0.9; MsrA inhibitor = 1.6; DNMT1 block = 5; CendR NRP1 mod = 5; Scp-1 inhibitor = -2

(continued)
SMILES	eLon inh	bovine MsrA act	SUMO1-SIM PPI	STEP inh	TbMetRS inhib	LMPTP inh	MsrA inhibitor	DNMT1 block	CendR NRP1 mod	Scp-1 inhibitor
Cc1ccc(C(=O)NCC(C)(C)N2CCOCC2)s1	-7	-3	26	1	-0.2	-1.5	0.2	5	13	-10
Cc1ccc(S(=O)(=O)c2nc(-c3ccco3)oc2NCC2CCCO2)cc1 (stereo unspecified)	-2	-2	-2	-3	0.4	-2.3	0.1	0	1	-7
CC(=O)Nc1ccc(NC(=O)C(F)(F)F)cc1	2	-3	-1	-1	-0.3	-0.9	0.2	-1	-8	-5
S=C1NC2(CCCCC2)Nc2ccccc21	13	-6	3	4	-0.3	0.3	6.4*	-2	-7	-3
O=C(NCC(=O)N1CCN(C(=O)c2ccco2)CC1)c1ccc(Cl)cc1	-1	-2	-2	-2	-0.3	-0.7	-0.7	2	10	4
CCOC(=O)C1C(=O)C=C(/C=C/c2ccccc2)CC1c1ccc(Cl)cc1 (stereo unspecified)	-1	-4	-8	2	-1.1	2.2	3.2	8	-2	-11
CCN(CC)c1ccc(/C=N/NC(=O)Cc2nnc(NC(=O)Nc3ccccc3)s2)cc1	-7	-8	-3	4	8.4*	0.8	5.5*	50*	-16	-3
CC(C)(C)NC(=O)C(c1ccc(-c2ccccc2)cc1)n1c(=O)c(-c2cc3ccccc3[nH]2)nc2ccccc21 (stereo unspecified)	x	x	-1	x	0.0	5.7	0.1	x	12	x
CCn1c(SCC(=O)Nc2cc(OC)c(OC)c(OC)c2)nnc1-c1cccs1	10	-8	5	0	-1.1	-0.8	0.3	6	-3	4
COc1ccc2c(Cl)c(C(=O)N/N=C3\CCCC(=O)C3)sc2c1	-141	-2	-1	-6	-0.6	0.3	1.5	-6	135	-7
O=C(NCc1cccs1)c1ccc2c(c1)OCCO2	-3	-1	1	0	0.1	-0.1	0.5	1	-19	-3
CCOc1ccc(S(=O)(=O)N2CCN(C(=O)CN3C(=O)NC4(CCCC4)C3=O)CC2)cc1	0	-2	-2	0	-0.7	1.0	-0.2	2	16	-3
CC(C)(C)c1ccc(OCCC(=O)OCC(=O)Nc2cccnc2Cl)cc1	3	-1	5	1	-0.2	0.9	-0.8	2	0	-2
COCCNC(=O)CN(Cc1ccc2c(c1)OCO2)C(=O)CCC(=O)Nc1nccs1	0	-12	1	-2	-1.0	-2.5	0.4	2	4	-4
C=CCNC(=O)C1CC2Cn3c(nc4ccccc43)C2N1C (stereo unspecified)	5	-9	-1	1	0.2	-2.5	0.3	2	4	14
Cc1cc(=O)[nH]c(SCC(=O)N2CCc3ccccc3C2)n1	0	9.5*	2	-2	-0.2	0.1	-1.5	-2	-3	2
Cc1cc(C(=O)OCC(=O)Nc2ccccc2C#N)c(C)o1	-6	-1	2	-4	-0.4	-1.3	2.5	-2	10	0
CCOC(=O)Cn1c(=O)c(-c2ccccc2N)nc2ccccc21	-9	-3	-19	-3	-0.7	-1.0	2.3	-6	4	-6
N#Cc1cnn(-c2nc(SCc3ccccc3)nc3sc4c(c23)CCCC4)c1N	7	2	2	-1	-0.8	2.6	1.4	-4	-11	-19
O=C(COC(=O)c1ccc(Br)o1)NCc1ccc(Cl)cc1	-3	-3	3	1	0.1	0.5	-0.9	12	5	-10
CC(=O)N1CCN(CCS(=O)(=O)c2cc(Cl)ccc2Cl)CC1	-11	-2	8	-2	0.4	-0.6	-0.6	3	7	-12
COc1ccc(C=O)c(-c2c(-c3ccccc3OC)sc3ccccc23)c1	6	-3	-10	x	-0.1	3.1	-0.2	x	-6	x
COc1ccc(C(O)c2nc(-c3ccccc3C)cs2)cc1 (stereo unspecified)	-1	-4	1	1	-0.3	1.5	1.2	-1	6	x
Cc1cc(=O)[nH]c(NN=C2CCCCC2C)n1 (stereo unspecified)	9	-7	-14	-2	-0.3	-1.2	1.4	1	-10	-3
O=c1c2ccccc2nnn1-c1ccc(Br)cc1	0	-3	-5	1	0.1	6.7	2.0	4	1	-7
Cc1ccc2nc(Cl)c(CNCc3ccccc3)cc2c1	1	-4	1	0	2.3	-1.2	-0.3	-1	8	-1
COc1ccc(-c2cc(-c3ccccc3)c(C#N)c(SCC(=O)O)n2)cc1	12	-6	-6	2	0.2	1.8	-0.5	5	-15	-7
